# Cneo AK release: Cryptococcus neoformans lysis via adenylate kinase release | C. neoformans lysis, adenylate kinase release luminescence, 4 h; normalised: neutral wells 0, clomiphene wells 100 | lysis activity, % at 15 µM | actives 0.2% (n = 360,000) | AID 651654;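 active means mean lysis activity across replicates of at least 80%, whatever share of replicates individually reach that level; inactive means mean lysis activity below 80%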
#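 Assay system: log-phase C. neoformans yeast / Quantity: yeast cell density of 5 × 10^6 cells/mL / Medium: fresh YPD growth medium / Compound: single dose / Timing: static 4 h at 37 °C with compound, 1 h detection / Measured by: adenylate kinase release luminescence / Read-out: lysis from increased AK signal / Benchmarks: Clomiphene as positive lysis control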
# PGC1a acetyl inh: PGC1a acetylation modulation, inhibitor mode; U2OS PGC1a acetylation, AlphaScreen anti-acetyl-lysine; with virally co-expressed GCN5 acetyltransferase; inhibition, % at 15.6 µM; actives 0.17% (n = 350,000);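 active means every replicate shows inhibition of at least 40%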;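 further: 0% = neutral control wells and 100% = positive control wells; some results beyond the cut were filed as inactive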
# C2C12 statin: suppression of simvastatin myotoxicity; C2C12 myotubes + simvastatin, ATP luminescence, 48 h; scaled: DMSO 0, geranylgeraniol control 100; rescue of ATP level, % at 7.49 µM; actives 0.78% (n = 330,000); AID 602340;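 active means mean ATP rescue above about 67%, or every replicate alone reaching that limit, limit read from the data, passing the limit was not always enough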;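 further: myotubes were challenged with 10 µM simvastatin during compound exposure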
# The depositor's hits bear a star; & = joins results of further samples.
# Every second line gives: Cneo AK release | PGC1a acetyl inh | C2C12 statin
- COC(=O)c1nn(-c2ccccc2)c(=O)cc1Oc1ccc(Cl)cc1
    -1 | 4 | -6
- CCOC(=O)Cn1cc(C(=O)c2cccs2)c2ccccc21
    -12 | -3 | 0
- COC(=O)Cn1c(C)nc2c(sc3nc(C)cc(C)c32)c1=O
    -2 | -1 | -10
- Cc1cc(C)n(-c2cc(N3CCN(C(=O)c4cccc(Br)c4)CC3)ccc2[N+](=O)[O-])n1
    -1 | -25 | 22
- C=CCNC(=O)CSc1ccc(Cl)cc1
    2 | 3 | 0
- COCCCn1c(-c2ccco2)nc2ccccc2c1=O
    -2 | -1 | 7
- CCOC(=O)[C@H]1[C@H]2COc3cc(OC)ccc3[C@@H]2N2C(=O)N(c3ccc(Cl)cc3)C(=O)[C@@]12C
    0 | -20 | -1
- COc1ccc(Cl)cc1C(=O)Nc1ccc(NC(=O)c2ccco2)cc1
    0 | 1 | -44
- Cc1ccc(C(c2sc3nc(C)nn3c2O)N2CCN(c3ccccc3)CC2)cc1 (centres undefined)
    7 | 1 | 17
- CCOC(=O)Cn1ncc(-c2ccccc2)c1N
    -2 | -6 | -3
- CCc1ccc(NC(=O)C2CCN(S(=O)(=O)c3ccc4c(c3)N(C(C)=O)CCO4)CC2)cc1
    3 | -8 | -15
- C#CCOCCOCCOCCNc1nc(N2CCN(C(=O)CCCCCCCCCCNC(=O)[C@@H](CCSC)n3cc(CCO)nn3)CC2)nc(N2CCN(C(=O)CCCCCCCCCCNC(=O)[C@H](CCC(=O)O)n3cc(CCCCCN)nn3)CC2)n1
    2 | -12 | 18
- Cc1noc(C)c1COc1ccc(C(=O)OCC(=O)N2c3ccccc3NC(=O)C2(C)C)cc1
    -3 | -13 | 4
- O=C(CNS(=O)(=O)c1ccc(C(=O)N2CCOCC2)cc1)N1CCOCC1
    1 | 3 | 2
- COc1ccc(N2C(=O)CCC(C(=O)O)C2c2ccc(F)cc2)cc1 (centres undefined)
    0 | -8 | -4
- O=C(O)CSc1ncnc2c1oc1ccccc12
    -2 | 8 | 2
- O=C(c1cnsn1)N1CCN(c2ccccn2)CC1
    -3 | 11 | -3
- Cc1ccc(C(=O)CSc2nc3cc(S(=O)(=O)N4CCOCC4)ccc3o2)cc1
    -5 | 26 | 6
- O=C(Cc1csc(Nc2nc(=S)[nH]c3ccccc23)n1)NCc1cccc(Cl)c1
    2 | -4 | -62
- Cc1occc1C(=O)NCc1cccs1
    0 | 7 | 5

# In the list so far, these contain a Cl atom.
# Every second line gives: Cneo AK release | PGC1a acetyl inh | C2C12 statin
- COC(=O)c1nn(-c2ccccc2)c(=O)cc1Oc1ccc(Cl)cc1
    -1 | 4 | -6
- C=CCNC(=O)CSc1ccc(Cl)cc1
    2 | 3 | 0
- CCOC(=O)[C@H]1[C@H]2COc3cc(OC)ccc3[C@@H]2N2C(=O)N(c3ccc(Cl)cc3)C(=O)[C@@]12C
    0 | -20 | -1
- COc1ccc(Cl)cc1C(=O)Nc1ccc(NC(=O)c2ccco2)cc1
    0 | 1 | -44
- O=C(Cc1csc(Nc2nc(=S)[nH]c3ccccc23)n1)NCc1cccc(Cl)c1
    2 | -4 | -62

# (more compounds)
# Every second line gives: Cneo AK release | PGC1a acetyl inh | C2C12 statin
- CC(C)CC(=O)N1CCC(O)(CS(=O)(=O)Cc2ccccc2)CC1
    1 | -5 | -4
- COc1c(C(=O)N2CCCC2)ccc2ccccc12
    -3 | 4 | -2
- O=C(O)CCCCCN1C(=O)CSC1=S
    -2 | 6 | 21
- Cc1noc(C)c1CSc1ccccc1C(=O)Nc1nccs1
    4 | -11 | -14
- O=C(CN1C(=O)CCC1=O)NCC12CC3CC(CC(C3)C1)C2
    0 | 8 | 96*
- Cc1ccc(-c2nnn(CC(=O)NCc3ccccc3)n2)c(-n2cnnn2)c1
    -1 | 17 | 3
- Cc1ccc(OCC(=O)N/N=C/C=C/c2ccco2)cc1
    0 | 4 | -12
- CCn1c(COc2cccc(C)c2C)nnc1SCC(=O)N1CCN(c2ccc(OC)cc2)CC1
    -1 | -10 | -10
- Cn1c(CSc2nc3ccccc3n2C)nc2ccccc21
    1 | 1 | -6
- Cc1cccc(NC(=O)c2ccc3c(c2)OCCO3)n1
    -4 | 2 | -1
- Cc1cc(-c2nnc3n2N=C(c2ccc(-c4ccccc4)cc2)CS3)n[nH]1
    -2 | -17 | 16
- O=S(=O)(Cc1ccccc1)c1cnc2ccccc2n1
    -1 | 37 | 3
- Cc1cccc(-c2nsc(SCC(=O)Nc3cc(C)on3)n2)c1
    10 | 9 | 1
- O=C(CSc1nccn1-c1cccc(Cl)c1)NC1CCCC1
    4 | 18 | 8
- O=C(c1cc2cc(Cl)ccc2oc1=O)N1CCOCC1
    4 | -5 | -2
- O=C(CSCc1c(F)cccc1Cl)NCc1ccco1
    0 | -5 | 19
- Cc1ccc(C(=O)Nc2ccccc2NC(=O)c2ccc(C)o2)o1
    7 | -1 | 4
- CS(=O)(=O)N(CC(=O)NCCSC1CCCCC1)c1ccc2c(c1)OCO2
    1 | -3 | -1
- Cc1ccc(-n2c(C)nc3oc4ccccc4c(=O)c3c2=O)cc1
    0 | 2 | -3
- O=C(Nc1ccc(N2CCCC2)cc1)c1cccc(F)c1
    -3 | -3 | -5

# (list continues)
# Every second line gives: Cneo AK release | PGC1a acetyl inh | C2C12 statin
- CNC(=O)c1nc[nH]c1C(=O)NC
    1 | -2 | 13
- Cc1cc(C(F)(F)F)nn1CC(=O)NNC(=S)NCC(C)C
    2 | 9 | 13
- Cc1cc2nnc(SCC(=O)NCc3cccs3)n2c(N)n1
    -1 | -3 | 0
- COC(=O)N(C)CCCC1(C)C(=O)N(C)c2ccc(O)cc21 (centres undefined)
    2 | 3 | 8
- CCOc1ccc(NC(=O)CSc2nnc(-c3ccccc3Cl)n2Cc2ccco2)cc1
    13 | 3 | 10
- Cc1ccc(S(=O)(=O)N2CCN(C)CC2)cc1-c1nnc2c3ccccc3c(C)nn12
    8 | 2 | -23
- CN(c1ccc(C(=O)N2CCOCC2)cc1[N+](=O)[O-])C1CCCCC1
    0 | 4 | 4
- CCOC(=O)N1CCN(C(=O)c2ccc3c(=O)n(-c4ccc(OC)cc4)c(=S)[nH]c3c2)CC1
    0 | 4 | 3
- COn1c(SCc2cccc(Cl)c2)nc2ccccc2c1=O
    0 | -9 | 2
- CCCN(c1ccc(C(C)C)cc1)S(=O)(=O)c1c(C)noc1C
    0 | -48 | 5
- Cc1c(-c2nc(N)nc(Nc3ccccc3F)n2)oc2ccccc12
    -1 | 13 | 8
- COc1cccc(C(O)c2nc3ccccc3n2C(C)C)c1 (centres undefined)
    1 | -6 | 17
- COc1cccc(-c2cc(C(=O)N3CC4(C)CC3CC(C)(C)C4)no2)c1 (centres undefined)
    -3 | -2 | -22
- C=CCn1c(C)cc(C(=O)CSc2nnc(-c3cccc(S(=O)(=O)N(CC)CC)c3)o2)c1C
    1 | -2 | -8
- CCOC(=O)N1CCN(C(=O)CN2C(=O)COc3ccc(C)cc32)CC1
    2 | -3 | 0
- CCN(CC)S(=O)(=O)c1ccc2c(c1)nc(CCC(=O)Nc1cccc(C(F)(F)F)c1)n2CC
    -1 | 19 | -7
- O=S(=O)(c1ccccc1)c1cnn2c(C(F)(F)F)cc(-c3ccccc3)nc12
    -1 | 9 | 5
- Cc1ccc(-c2cc(C(=O)NCc3ccc4c(c3)OCO4)no2)cc1
    0 | 0 | 11
- COC(=O)[C@H](CCSC)NC(=O)Nc1cc(C)ccc1C
    2 | 7 | 10
- CCOC(=O)N1CCN(C(=O)CSCc2nc(-c3ccccc3C)oc2C)CC1
    4 | -7 | 5

# The list continues.
# Every second line gives: Cneo AK release | PGC1a acetyl inh | C2C12 statin
- CC(=O)c1cc(F)c(N2CCN(C(=O)C(C)(C)C)CC2)cc1C
    0 | 2 | 4
- CCN(CC)S(=O)(=O)c1cccc(-c2nnc(SC(C)C#N)n2Cc2ccccc2)c1 (centres undefined)
    -8 | 2 | -15
- COc1ccc(NC(=O)CSc2nnc(C3CCCCC3)o2)c(OC)c1
    1 | -7 | 17
- CCC1CCCCN1C1Sc2ccc(C(=O)OC)cc2NC1=O (centres undefined)
    0 | 5 | -3
- COC(=O)C(Nc1nccs1)(OC)C(F)(F)F (centres undefined)
    1 | -5 | 0
- COc1ccc(S(=O)(=O)N(Cc2nc3ccccc3c(=O)[nH]2)C2CCCC2)cc1
    0 | 5 | -5
- CCN1C(=S)SC(=O)C1=C1C=C(C)OC(C)=C1
    -2 | 0 | 3
- Cc1ccc(C(=O)COC(=O)CCC(=O)Nc2cc(Cl)ccc2Cl)cc1[N+](=O)[O-]
    -1 | 5 | -15
- COc1ccccc1N1CCN(C(=O)c2ccc(Br)s2)CC1
    -1 | 2 | -3
- COCCCNC(=O)c1cccs1
    -2 | 50 | -10
- CCCc1cc(-c2ccc(O)c(OCC)c2)c(C#N)c(N)n1
    1 | -13 | -19
- CC(C)(CN=C1NS(=O)(=O)c2ccccc21)CNC(=O)CN1C(=O)c2ccccc2C1=O
    -1 | 7 | 0
- COc1ccc(NC(=O)CC2C(=O)N(c3cccc(C)c3)C(=O)N2C2CCCCC2)cc1 (centres undefined)
    0 | 14 | -10
- O=C(COc1ccccc1Cl)N(Cc1ccco1)C1CCS(=O)(=O)C1 (centres undefined)
    -2 | 11 | 0
- O=C(Nc1ccc(F)cc1)NC1CCN(Cc2nnnn2Cc2ccco2)CC1
    1 | 8 | 95*
- O=S1(=O)C=C(SCCN2CCCC2)c2ccccc21
    -1 | -20 | 11
- COc1cnc(-c2ccccn2)nc1Sc1ccccc1Cl
    0 | 20 | 4
- CCN(CC)CCN1C(=O)C(=O)/C(=C(/O)c2cnn(-c3ccccc3)c2C)C1c1ccc(C)o1 (centres undefined)
    -1 | 5 | 2
- CCN1CCN(Cc2ccc(NC(=O)c3ccc(C)c(/C=C/c4cnc(Nc5cc(N6CCNCC6)nc(C)n5)cn4)c3)cc2C(F)(F)F)CC1
    -5&5 | 5 | -74&-70
- COc1ccc(-c2c(C)nn(Cc3ccccc3)c2N)cc1
    -7 | 7 | 1

# Single records, as listed above.
# CCCc1cc(-c2ccc(O)c(OCC)c2)c(C#N)c(N)n1 is listed as Cneo AK release = 1; PGC1a acetyl inh = -13; C2C12 statin = -19
# CCN1C(=S)SC(=O)C1=C1C=C(C)OC(C)=C1 is listed as Cneo AK release = -2; PGC1a acetyl inh = 0; C2C12 statin = 3

# Additional structures:
# Every second line gives: Cneo AK release | PGC1a acetyl inh | C2C12 statin
- COc1ccc(OC)c(C(O)c2coc3ccc(O)c(CN(C)C)c23)c1 (centres undefined)
    -5 | 4 | -1
- O=C(COc1ccc(S(=O)(=O)NC2CCCCC2)cc1Cl)N1CCN(c2ccccc2)CC1
    9 | -16 | 38
- O=C(Nc1nc2ccccc2n1CCOc1ccccc1)c1ccco1
    -1 | 9 | 12
- C=CCOC(=O)C1=C(C)Nc2ncnn2C1c1cc(Br)ccc1F (centres undefined)
    2 | 1 | 4
- CCOc1ccc(C(CCc2ccccc2)NC(=O)c2ccccc2)cc1OCC (centres undefined)
    11 | -2 | 12
- CCCCC(CC)C(=O)NCCCN1CCN(CCCNC(=O)C(CC)CCCC)CC1 (centres undefined)
    2 | 3 | 7
- CCOc1cc(CNCc2cccs2)cc(Br)c1OC
    3 | -13 | 97*
- O=C(O)CC1S/C(=N/N=C/c2ccc(-c3ccc(Cl)cc3[N+](=O)[O-])o2)NC1=O (centres undefined)
    -2 | 10 | 1
- c1ccc(Cn2nnc3c(NCC4CCCO4)ncnc32)cc1 (centres undefined)
    7 | 2 | 5
- Cn1c(=O)c2c(nc(CN3CCOCC3)n2Cc2ccccc2)n(C)c1=O
    -1 | 5 | 3
- COc1ccc(OCCOC(=O)Nc2ccccc2)cc1
    1 | 14 | -13
- COC(=O)C(CC(C)C)NC(=O)CSc1nc(-c2ccccc2)c(C#N)c(=O)[nH]1 (centres undefined)
    0 | 3 | 3
- CC(=O)Nc1sc2c(c1C(c1cccs1)N1CCOCC1)CCCC2 (centres undefined)
    3 | 5 | 15
- CCOC(=O)C1CCC2(CC1)C(C#N)=C(N)Oc1n[nH]c(C)c12 (centres undefined)
    3 | 38 | 2
- CCOC(=O)c1nn(-c2ccccc2F)c(C)c1C(C)=O
    -3 | 16 | 1
- Cc1ccc(-c2cc(C(=O)O)n[nH]2)o1
    1 | 6 | 5
- O=C(C1CCCN1S(=O)(=O)c1ccc(Cl)c(Cl)c1)N1CCOCC1 (centres undefined)
    -2 | 5 | 2
- CCOC(=O)c1csc(NC(=O)c2ccc(S(=O)(=O)N(C)C)cc2)n1
    -1 | 12 | -9
- CCOC(=O)c1nn(-c2ccc(C)cc2)c(C)c1C(C)=O
    4 | 7 | -10
- C#CCOCCOCCOCCNc1nc(N2CCN(C(=O)CCCCCCCCCCNC(=O)[C@@H](CCC(=O)O)n3cc(CCCCCN)nn3)CC2)nc(N2CCN(C(=O)CCCCCCCCCCNC(=O)[C@H](CCCCN)n3cc(C[C@@H](C)CC)nn3)CC2)n1
    6 | -14 | -19
- O=C(NCc1cccnc1)c1ccc(CN2CCc3ccccc3C2)cc1
    -2 | -1 | -9

# From PubChem BioAssay

# These rows are one share of the data, so the mix of outcomes need not match the whole.
